V1R ag counter – agonists of human V1a receptor, primary screen, counter-screen for OXTR agonist project, fluorescence, CHO-V1R cells; Fluo-8 calcium fluorescence, agonist mode; 0% DMSO, 100% 3 nM vasopressin; activation, % at 3 µM; 320,000 tested, 0.25% active; AID 2797, 2010;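 active = activation above the mean activation of all tested compounds plus 3 SD, per screening run, cut at about 20% in these data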;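 note: signal is peak over basal fluorescence ratio across a 100 second FLIPR read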
Target sequence (P37288 whole entry, looked up): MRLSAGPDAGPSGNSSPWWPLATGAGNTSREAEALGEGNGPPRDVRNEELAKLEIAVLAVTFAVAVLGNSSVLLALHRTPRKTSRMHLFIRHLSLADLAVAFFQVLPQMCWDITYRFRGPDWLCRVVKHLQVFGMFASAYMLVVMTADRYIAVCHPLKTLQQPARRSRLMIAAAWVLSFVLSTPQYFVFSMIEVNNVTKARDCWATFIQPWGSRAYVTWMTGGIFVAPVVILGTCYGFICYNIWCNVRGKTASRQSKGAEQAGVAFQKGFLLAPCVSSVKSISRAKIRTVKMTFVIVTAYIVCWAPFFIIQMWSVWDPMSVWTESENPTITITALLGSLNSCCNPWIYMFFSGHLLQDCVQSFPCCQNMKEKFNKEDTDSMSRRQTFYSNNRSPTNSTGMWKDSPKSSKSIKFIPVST
TAAR1 agonist – human TAAR1 agonists, primary screen, Fluo-8 calcium fluorescence, CHO RD-HGA16 cells | Trace amine-associated receptor 1 (Homo sapiens), Q96RJ0 | vehicle wells 0%, saturating PEA agonist 100% | activation, % at 3 µM | 360,000 tested, 0.99% active;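 active = activation above the mean activation of all test compounds in the run plus 3 SD, cut at about 38% in these data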
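System: CHO-derived RD-HGA16 cells with stable Gα16 and human TAAR1. Times: 17-24 h plating, Fluo-8 75 min 37 °C, 30 min RT. Measured by: calcium-sensitive Fluo-8 signal, excitation 470-495, emission 515-575 nm. Read-out basis: % activation relative to PEA EC100 response. Control set: DMSO and PEA EC100. Repeats: no replicates (n 1).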
M1 PAM – human M1 muscarinic receptor positive allosteric modulators, primary screen, CHO-K1 cells, Fluo-8 calcium fluorescence, 1536-well; activation, % at 3 µM; 360,000 tested, 0.088% active; Muscarinic acetylcholine receptor M1 (Homo sapiens), P11229; CHO-K1 hM1, ACh EC20; 0% = ACh EC20, 100% = maximal ACh; in the data active = activation above about 19%, passing the limit was not always enough
Target sequence (P11229 whole entry, looked up): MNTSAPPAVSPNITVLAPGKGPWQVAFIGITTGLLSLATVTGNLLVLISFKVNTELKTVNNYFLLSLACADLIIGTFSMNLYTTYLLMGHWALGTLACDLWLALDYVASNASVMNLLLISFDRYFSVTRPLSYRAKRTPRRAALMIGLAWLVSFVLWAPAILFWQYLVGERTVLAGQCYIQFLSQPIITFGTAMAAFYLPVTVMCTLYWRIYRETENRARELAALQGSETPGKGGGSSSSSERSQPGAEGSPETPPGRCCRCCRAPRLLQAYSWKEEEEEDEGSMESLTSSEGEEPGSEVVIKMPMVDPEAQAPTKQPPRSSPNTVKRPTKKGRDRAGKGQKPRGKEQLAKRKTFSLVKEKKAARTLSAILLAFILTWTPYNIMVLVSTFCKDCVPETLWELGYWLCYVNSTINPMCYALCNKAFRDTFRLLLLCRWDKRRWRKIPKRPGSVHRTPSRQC
OXTR agonist – human OXTR agonists, primary screen, fluorescence, CHO-OTR cells, Fluo-8 calcium; Oxytocin receptor (Homo sapiens), P30559; Fluo-8 calcium fluorescence; normalized: DMSO 0%, oxytocin 100%; activation, % at 3 µM; 320,000 tested, 0.32% active;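 active = activation above the mean of all tested compounds plus 3 SD, cutoff set per screening run, cut at about 20% in these data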;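 note: peak over basal fluorescence ratio from a 100 s FLIPR kinetic read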
CHRM1 antagonist – human M1 muscarinic receptor antagonists, primary screen, CHO-K1 cells, Fluo-8 calcium fluorescence, 1536-well; CHO-K1 hM1, ACh EC80 antagonist; inhibition, % at 3 µM; 360,000 tested, 1.3% active;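 active = percent inhibition above its own plate's cutoff, namely the mean of that plate's compound wells plus 3 SD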;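 note: peak over basal fluorescence ratio during 140 s after agonist addition; 0% = ACh EC80 plus DMSO and 100% = DMSO alone without agonist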
CHO parental Ca – ATP-evoked calcium signal inhibitors, parental CHO, primary screen, counter-screen for OX1R antagonist project, cell-based, fluorescence, Fluo-8 calcium dye. inhibition, % at 5.6 µM. parental CHO-K1, ATP-induced calcium, Fluo-8 fluorescence. 330,000 tested, 0.63% active;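 active = inhibition above that plate's mean sample inhibition plus 3 SD, cut at about 26% in these data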;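 note: 0% = ATP-challenged DMSO wells and 100% = DMSO wells without ATP; some compounds past the cut are filed as inactive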
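Assay system: parental CHO cells; Read-out basis: percent inhibition of ATP-evoked calcium rise, normalized to controls; Benchmarks: ATP and no-ATP DMSO wells; Compound dosing: single nominal dose of 5.6 µM per compound; Signal: Fluo-8 calcium dye fluorescence; Also added: ATP as calcium-mobilizing challenge; Repeats: singlicate.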
OXTR potentiate – human OXTR potentiators, primary screen, fluorescence, CHO-OTR cells, Fluo-8 calcium; AID 2445, 2010; activation, % at 3 µM; 320,000 tested, 0.061% active; Oxytocin receptor (Homo sapiens), P30559; Fluo-8 calcium fluorescence, potentiator mode; 0% = oxytocin EC15, 100% = EC100;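 active = activation above that plate's cutoff, the mean activation of tested compounds plus 3 SD, cut at about 6.6% in these data, passing the limit was not always enough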;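 note: 100% uses oxytocin at 75 nM as the full agonist control; some results filed as inactive read as strong as hits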
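Assay system: CHO-OTR cells, human receptor / Also added: oxytocin at about EC15, sub-maximal agonist stimulus / Dosing: single dose, 3.0 µM nominal final compound concentration / Incubation: 6 min pre-incubation, 100 s read / Technique: Fluo-8 calcium dye fluorescence / Read-out: % activation vs EC15 and EC100 oxytocin / Benchmarks: EC15 oxytocin low, 75 nM oxytocin high / Replicates: singlicate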
CHRM1 agonist – human M1 muscarinic receptor agonists, primary screen, Fluo-8 calcium fluorescence, CHO-K1 cells, HTS; Muscarinic acetylcholine receptor M1 (Homo sapiens), P11229; activation, % at 3 µM; CHO-K1 hM1, agonist mode; 0% DMSO, 100% acetylcholine EC100; 360,000 tested, 0.33% active;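 active = activation above the run's mean compound activation plus 3 SD, cut at about 16% in these data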;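 note: peak over basal fluorescence ratio within a 140 s kinetic read after compound addition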
TAAR1 antagonist – human TAAR1 antagonists, primary screen, Fluo-8 calcium fluorescence, CHO RD-HGA16 cells; Trace amine-associated receptor 1 (Homo sapiens), Q96RJ0; antagonist; inhibition, % at 3 µM; 360,000 tested, 1.5% active; AID 624466, 2012;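 active = inhibition above a per-plate cutoff, the mean inhibition of test compounds on that plate plus 3 SD, cut at about 49% in these data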;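 note: 0% = DMSO plus EC80 beta-PEA response and 100% = DMSO alone without agonist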
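Test system – hTAAR1-expressing CHO RD-HGA16 cells, Gα16-coupled · Reagent – β-PEA at EC80 concentration, post-compound challenge · Compound dosing – 3 µM, single point · Timing – 140 s kinetic read after compound, 140 s after agonist · Detection – Fluo-8 intracellular calcium dye fluorescence, real-time kinetic reads · Control set – DMSO and EC80 PEA controls · Repeats – n of 1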
The depositor's hits bear a star. No enrichment for hits (roughly 3.7% active in at least one column).

Cc1c(OCC(=O)NCC(O)c2ccccc2)ccc2c3c(c(=O)oc12)CCCC3 (configuration not stated) was read as V1R ag counter 2.5, TAAR1 agonist 6, M1 PAM -2, OXTR agonist -1.1, CHRM1 antagonist 1, CHO parental Ca -30, OXTR potentiate -8, CHRM1 agonist -1 and TAAR1 antagonist 11.
Screening Cc1cc(NC(=O)CCC(=O)N(Cc2cccs2)C(C(=O)NC2CCCC2)c2cccnc2)no1 (configuration not stated) returned V1R ag counter 0.3, TAAR1 agonist 2, M1 PAM 11, OXTR agonist -1.1, CHRM1 antagonist -17, CHO parental Ca -11, OXTR potentiate -3, CHRM1 agonist 0 and TAAR1 antagonist -14.
`CN(c1ccccc1)S(=O)(=O)c1ccc(Cl)c(C(=O)Nc2nn[nH]n2)c1` gave V1R ag counter 0.3, TAAR1 agonist 1, M1 PAM 8, OXTR agonist 0.1, CHRM1 antagonist 2, CHO parental Ca -4, OXTR potentiate 0, CHRM1 agonist -3 and TAAR1 antagonist 3.
Cc1ccccc1NC(=O)c1ccc(CN(c2ccccc2)S(=O)(=O)c2ccccc2)cc1 was read as V1R ag counter 3.1, TAAR1 agonist 0, M1 PAM -6, OXTR agonist 0.6, CHRM1 antagonist 4, CHO parental Ca 5, OXTR potentiate -9, CHRM1 agonist -8 and TAAR1 antagonist 1.
`O=C(COC(=O)c1cccc(S(=O)(=O)N2CCCCCC2)c1)Nc1ccccc1C(F)(F)F` gave V1R ag counter 2.0, TAAR1 agonist 19, M1 PAM -2, OXTR agonist 4.3, CHRM1 antagonist -6, CHO parental Ca -15, OXTR potentiate -4, CHRM1 agonist -4 and TAAR1 antagonist 27.
Screening Cc1ccc(C(C)C)c(OCC(=O)Nc2sc3c(c2C#N)CC(C)(C)NC3(C)C)c1 returned V1R ag counter 3.0, M1 PAM 4, OXTR agonist 3.2, CHRM1 antagonist -9, CHO parental Ca -13, OXTR potentiate -2 and CHRM1 agonist -1.
O=C(C[n+]1cc(-c2ccc(F)cc2)n2c1CCC2)Nc1nc(-c2ccc(F)cc2)cs1 was read as V1R ag counter 1.6, TAAR1 agonist 0, M1 PAM -8, OXTR agonist -0.3, CHRM1 antagonist 1, CHO parental Ca -2, OXTR potentiate -4, CHRM1 agonist -11 and TAAR1 antagonist 0.
O=C(CSc1ccc(-c2ccccn2)nn1)N1CCCc2ccccc21 was read as V1R ag counter -0.2, TAAR1 agonist 3, M1 PAM 4, OXTR agonist -0.7, CHRM1 antagonist -12, CHO parental Ca -20, OXTR potentiate -2, CHRM1 agonist -5 and TAAR1 antagonist 5.
COc1ccc(S(=O)(=O)N2CCCOC2CNC(=O)C(=O)NCc2ccccc2C)cc1 (configuration not stated) was read as TAAR1 agonist 2, M1 PAM 7, CHRM1 antagonist -14, CHRM1 agonist 2 and TAAR1 antagonist -16.
For O=C(COc1coc(CN2CCN(c3ccccc3)CC2)cc1=O)Nc1ccccc1 the results were V1R ag counter 0.9, TAAR1 agonist 3, M1 PAM 4, OXTR agonist -0.1, CHRM1 antagonist -5, CHO parental Ca -15, OXTR potentiate 1, CHRM1 agonist -3 and TAAR1 antagonist -1.
For Cc1ccccc1C(=O)NC(C)c1ccc2c(c1)CCCC2 (configuration not stated) the results were V1R ag counter 1.5, TAAR1 agonist 5, M1 PAM 3, OXTR agonist -2.3, CHRM1 antagonist 0, CHO parental Ca -1, OXTR potentiate -9, CHRM1 agonist 0 and TAAR1 antagonist -8.
Screening CSc1ccccc1NC(=O)c1cc(C)on1 returned V1R ag counter -1.7, TAAR1 agonist 3, M1 PAM -8, OXTR agonist -2.1, CHRM1 antagonist 17, CHO parental Ca -7, OXTR potentiate -6, CHRM1 agonist -4 and TAAR1 antagonist 5.
Cc1ccccc1OCc1nnc(SCC(=O)NCc2ccco2)n1C was read as V1R ag counter -0.1, TAAR1 agonist 5, M1 PAM 3, OXTR agonist -0.6, CHRM1 antagonist 3, CHO parental Ca -10, OXTR potentiate 0, CHRM1 agonist -7 and TAAR1 antagonist 5.
O=C(OCc1cn([C@@H]2CN(C(=O)C3CCCCC3)[C@@H](c3ccccc3)C[C@H]2O)nn1)c1ccccc1 was read as TAAR1 agonist 4, M1 PAM -1, CHRM1 antagonist 5, CHRM1 agonist -1 and TAAR1 antagonist 16.
For CCCC(=O)N1CCCC(c2cc(C(=O)Nc3ccccc3)no2)C1 (configuration not stated) the results were TAAR1 agonist -1, M1 PAM 2, CHRM1 antagonist -9, CHRM1 agonist -8 and TAAR1 antagonist -21.
`CC(C)(C)N(Cc1ccccc1)C(=O)c1ccc(Br)o1` gave V1R ag counter -0.9, TAAR1 agonist 5, M1 PAM 4, OXTR agonist -0.3, CHRM1 antagonist -5, CHO parental Ca -4, OXTR potentiate 7, CHRM1 agonist -7 and TAAR1 antagonist -29.
For CC1C(=O)CC(c2ccccc2)N(C)C1c1ccccc1 (configuration not stated) the results were V1R ag counter -1.6, TAAR1 agonist -1, M1 PAM 15, OXTR agonist -1.5, CHRM1 antagonist -17, CHO parental Ca -9, OXTR potentiate -1, CHRM1 agonist 2 and TAAR1 antagonist 25.
`COc1ccc(NC(=O)CSc2nnc3n2CCCCC3)cc1` gave V1R ag counter -0.2, TAAR1 agonist -1, M1 PAM 0, OXTR agonist 0.5, CHRM1 antagonist -1, CHO parental Ca 1, OXTR potentiate 3, CHRM1 agonist -7 and TAAR1 antagonist -6.
Screening N=c1sccn1CC(=O)NC(=O)NC1CCCC1 returned V1R ag counter 0.0, TAAR1 agonist 11, M1 PAM 15, OXTR agonist 5.3, CHRM1 antagonist -2, CHO parental Ca -8, OXTR potentiate -2, CHRM1 agonist -5 and TAAR1 antagonist -20.
`COc1ccc(NC(=O)c2ccccc2NS(C)(=O)=O)cc1OC` gave V1R ag counter -0.3, TAAR1 agonist 0, M1 PAM 8, OXTR agonist -0.3, CHRM1 antagonist -8, CHO parental Ca -17, OXTR potentiate -23, CHRM1 agonist 0 and TAAR1 antagonist 4.
For CCc1ccc(NC(=O)COc2ccc(Br)cn2)cc1 the results were V1R ag counter -1.3, TAAR1 agonist 14, M1 PAM 14, OXTR agonist -1.1, CHRM1 antagonist -13, CHO parental Ca -8, OXTR potentiate -15, CHRM1 agonist -2 and TAAR1 antagonist 5.
For CC1CCCN(C(=O)c2ccc(NC(=O)CC3SC(N4CCCC4)=NC3=O)cc2)C1 (configuration not stated) the results were V1R ag counter -1.2, TAAR1 agonist 4, M1 PAM 4, OXTR agonist -0.8, CHRM1 antagonist -9, CHO parental Ca -4, OXTR potentiate -6, CHRM1 agonist -2 and TAAR1 antagonist -19.
`Nc1ccc(C(=O)NCc2ccccc2)cc1` gave V1R ag counter 0.4, TAAR1 agonist 1, M1 PAM 8, OXTR agonist 0.7, CHRM1 antagonist -18, CHO parental Ca 11, OXTR potentiate 3, CHRM1 agonist -3 and TAAR1 antagonist -12.
`Cc1ccc(S(=O)(=O)c2nc(S(C)(=O)=O)sc2NCC2CCCO2)cc1` (configuration not stated) gave V1R ag counter 0.7, TAAR1 agonist -1, M1 PAM 1, OXTR agonist -0.3, CHRM1 antagonist 2, CHO parental Ca -17, OXTR potentiate -10, CHRM1 agonist -4 and TAAR1 antagonist -11.
COc1ccc(CN(C)CC(O)COc2ccc(-c3ccccc3)cc2)cc1OC (configuration not stated) was read as V1R ag counter 9.8, TAAR1 agonist 17, M1 PAM 5, OXTR agonist 16, CHRM1 antagonist -1, CHO parental Ca -10, OXTR potentiate -10, CHRM1 agonist -4 and TAAR1 antagonist -14.
For COC(=O)C1=C(C)NC(=O)/C1=C\c1cc(C)n(-c2ccccc2C)c1C the results were V1R ag counter 1.2, TAAR1 agonist 10, M1 PAM 8, OXTR agonist 2.2, CHRM1 antagonist -26, CHO parental Ca -6, OXTR potentiate -7, CHRM1 agonist 1 and TAAR1 antagonist -5.
`COC(=O)c1cc(S(=O)(=O)Nc2c(C)cccc2C)cn1C` gave V1R ag counter 0.4, TAAR1 agonist 0, M1 PAM 8, OXTR agonist -0.1, CHRM1 antagonist -9, CHO parental Ca -11, OXTR potentiate -2, CHRM1 agonist -4 and TAAR1 antagonist -8.
For Cc1c(N2C(=O)C(=O)/C(=C(/O)c3ccccc3)C2c2ccc(F)cc2)c(=O)n(-c2ccccc2)n1C (configuration not stated) the results were V1R ag counter -0.2, TAAR1 agonist 2, M1 PAM 6, OXTR agonist -1.2, CHRM1 antagonist -7, CHO parental Ca -2, OXTR potentiate -2, CHRM1 agonist -5 and TAAR1 antagonist 0.
COCC(C)NS(=O)(=O)c1ccc(OC)cc1 (configuration not stated) was read as V1R ag counter 1.7, TAAR1 agonist 3, M1 PAM 3, OXTR agonist 0.5, CHRM1 antagonist -2, CHO parental Ca 3, OXTR potentiate 0, CHRM1 agonist -6 and TAAR1 antagonist -2.

2 compounds drawn at random from the list so far, as already listed:
COCC(C)NS(=O)(=O)c1ccc(OC)cc1 (configuration not stated) was read as V1R ag counter 1.7, TAAR1 agonist 3, M1 PAM 3, OXTR agonist 0.5, CHRM1 antagonist -2, CHO parental Ca 3, OXTR potentiate 0, CHRM1 agonist -6 and TAAR1 antagonist -2.
`COC(=O)c1cc(S(=O)(=O)Nc2c(C)cccc2C)cn1C` gave V1R ag counter 0.4, TAAR1 agonist 0, M1 PAM 8, OXTR agonist -0.1, CHRM1 antagonist -9, CHO parental Ca -11, OXTR potentiate -2, CHRM1 agonist -4 and TAAR1 antagonist -8.
